# JMJD2A Tudor inh: JMJD2A Tudor domain (human) inhibition. O75164. AlphaScreen JMJD2A-Tudor / H3K4me3 peptide binding. Potency, µM (doses to about 114 µM), without a hit: top-dose activity change, negative = inhibition, hits mostly inhibitors. 390,000 compounds, 4.4% hits. AID 504339; also: potency is read from the fitted curve at half-maximal effect; % is scaled to controls: 0 for no effect and ±100 for the full control effect; nearly all actives have a fitted effect of over 50% in size
# ERG-DNA inh: ERG Ets/DNA interaction inhibition. AID 624246. fluorescence polarization, His-ERG Ets domain / labelled DNA. P11308. 370,000 compounds, 0.028% hits. Potency, µM (top dose mostly 76.9 µM), for the others: at the highest dose FP activity, negative = inhibition, actives largely listed as inhibitors; active = well fitted inhibition curve with a large enough effect in the polarisation, with a control signal flat; inconclusive = small, poorly fitted or top-dose-only effect, or effect the other way, or a change in a side signal; inactive = no such curve, though single readings can be large or run the other way; the % refers to the polarisation;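 also: polarization taken with two DNA probes labelled with fluorescein and Texas red; potency is read from the fitted curve at half-maximal effect; % of control where 0% means no effect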
#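 His-tagged ERG Ets domain (1 uM in the protein solution; 300mM KCl, 50mM Tris-HCl, 1mM EDTA, 1mM DTT, pH 7.5) received compound, then a probe mix of 5 nM fluorescein-DNA and 100nM Texas-615-DNA. Fluorescence polarization was read for both dyes.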
# G9a block: inhibitors of human histone lysine methyltransferase G9a; 350,000 compounds, 8.8% hits; Q96KQ7; Potency, µM (highest dose often 102 µM), for the others: top-dose activity, negative = inhibition, hits mostly inhibitors; G9a H3K9 monomethylation, AlphaScreen, 2 h; also: potency is read from the fitted curve at half-maximal effect; % is scaled to controls: 0 for no effect and ±100 for the full control effect; nearly all actives have a fitted effect of over 75% in size
# Target sequence (Q96KQ7 913-1193 limits assumed): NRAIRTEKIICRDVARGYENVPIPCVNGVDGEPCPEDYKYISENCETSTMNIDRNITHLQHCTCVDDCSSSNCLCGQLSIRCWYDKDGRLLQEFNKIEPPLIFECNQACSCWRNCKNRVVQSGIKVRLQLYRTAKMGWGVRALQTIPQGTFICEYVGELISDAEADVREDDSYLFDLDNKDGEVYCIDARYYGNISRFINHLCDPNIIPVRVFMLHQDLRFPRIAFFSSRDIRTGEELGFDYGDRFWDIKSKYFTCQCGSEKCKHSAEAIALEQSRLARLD
#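 Compounds were preincubated with 20 nM G9a for 15 min, after which biotinylated H3K9 peptide (500 nM) and SAM (20 uM) started a 2 h room-temperature reaction. Monomethylated product was quantified by antibody-based AlphaScreen chemiluminescence.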
# RGS4 inh: blocks human RGS4-accelerated GTP hydrolysis; P49798; Transcreener GDP fluorescence polarization, RGS4-accelerated GTP hydrolysis; Potency, µM (titrated, usually from 114 µM), without a hit: at the highest dose activity change, negative = inhibition, usual class: inhibitors; 390,000 compounds, 0.039% hits; AID 504845; also: potency is read from the fitted curve at half-maximal effect; % is scaled to controls: 0 for no effect and ±100 for the full control effect; nearly all actives have a fitted effect of over 75% in size; some results filed as inactive show a strong effect at the top dose
#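 MLSMR compounds (23 nl, pin-transferred) preincubated 10 min at room temperature with a 500nM (2x) first reagent, then RGS4 at 900nM (2x) plus Transcreener GDP mix added; fluorescence polarization (620/688 nm) read before and after 90 min at 30 °C.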
# ALOX12 inh: inhibitors of human 12S-lipoxygenase ALOX12. P18054. Potency, µM (titrated, usually from 108 µM), for the others: at the top dose activity change, negative = inhibition, most hits filed as inhibitors. 580,000 compounds, 1.1% hits. AID 1671190. purified 12hLO, xylenol orange hydroperoxide absorbance; also: potency is read from the fitted curve at half-maximal effect; % is scaled to controls: 0 for no effect and ±100 for the full control effect
#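 Purified human 12hLO at 150 nM in 25 mM Hepes, 0.01% Triton X-100, pH 7.0, preincubated 15 min at room temperature with compound. Reaction started with 40 uM arachidonic acid, 30 min at room temperature. Hydroperoxide measured by Fe-xylenol orange, 573/405 nm absorbance ratio.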
# HP1b binding inh: HP1-beta chromodomain-methylated histone interaction inhibition; P83916; AlphaScreen HP1-beta / biotin-H3K9me3 peptide binding; Potency, µM (doses to about 114 µM), inactives show at the highest dose activity change, negative = inhibition, most hits filed as inhibitors; 390,000 compounds, 0.56% hits; AID 540317; also: potency is read from the fitted curve at half-maximal effect; nearly all actives have a fitted effect of over 70% in size; inactives centre near 23
#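 AlphaScreen: HP1-beta (50 nM) preformed 30 min with biotin-H3(1-18)K9me3 peptide (50 nM) in PBS pH 7.4, 0.01% Tween-20. Compound added for 30 min at RT, then streptavidin donor/nickel chelate acceptor beads (10 ug/mL) for 30 min.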
# PI4K2A block: blocks human PI4K2A kinase activity. purified PI4K2A, ADP-Glo luminescence, 1 h; hits give low values. activity change, negative = inhibition, % at 76.9 µM. 420,000 compounds, 0.13% hits; in the data active = activity change below about -50%; inconclusive = mostly about -30% to -49%;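 also: -100% = wells without enzyme as full effect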
#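 Compounds are screened against recombinant PI4K2A using PI as substrate and ATP, the latter dispensed at 300 microM. Reactions run one hour at ambient temperature before ADP-Glo detection; full inhibition defined by wells lacking enzyme.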
# BAZ2B block: BAZ2B (human) inhibition | Q9UIF8 | AlphaScreen BAZ2B-H3K14Ac peptide displacement | Potency, µM (series often up to 114 µM), for inactives: at the top dose activity change, negative = inhibition, actives largely listed as inhibitors | 360,000 compounds, 4.4% hits | AID 504333; also: potency is read from the fitted curve at half-maximal effect; % is scaled to controls: 0 for no effect and ±100 for the full control effect; nearly all actives have a fitted effect of over 60% in size
#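 Complex of BAZ2B and biotin-H3K14Ac (50 nM apiece) forms over 30 min at RT, then faces library compounds up to 110 uM for another 30 min; AlphaScreen beads added, 20 min dark incubation, luminescence read.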
# GLS inhibitor: blocks human kidney-isoform glutaminase activity; O94925; GLS enzymatic activity, qHTS titration; Potency, µM (highest dose often 45.5 µM), inactives show top-dose activity change, negative = inhibition, most hits filed as inhibitors; 410,000 compounds, 0.21% hits; AID 624170; also: potency is read from the fitted curve at half-maximal effect; % is scaled to controls: 0 for no effect and ±100 for the full control effect
# Target sequence (O94925 whole entry, looked up, canonical isoform): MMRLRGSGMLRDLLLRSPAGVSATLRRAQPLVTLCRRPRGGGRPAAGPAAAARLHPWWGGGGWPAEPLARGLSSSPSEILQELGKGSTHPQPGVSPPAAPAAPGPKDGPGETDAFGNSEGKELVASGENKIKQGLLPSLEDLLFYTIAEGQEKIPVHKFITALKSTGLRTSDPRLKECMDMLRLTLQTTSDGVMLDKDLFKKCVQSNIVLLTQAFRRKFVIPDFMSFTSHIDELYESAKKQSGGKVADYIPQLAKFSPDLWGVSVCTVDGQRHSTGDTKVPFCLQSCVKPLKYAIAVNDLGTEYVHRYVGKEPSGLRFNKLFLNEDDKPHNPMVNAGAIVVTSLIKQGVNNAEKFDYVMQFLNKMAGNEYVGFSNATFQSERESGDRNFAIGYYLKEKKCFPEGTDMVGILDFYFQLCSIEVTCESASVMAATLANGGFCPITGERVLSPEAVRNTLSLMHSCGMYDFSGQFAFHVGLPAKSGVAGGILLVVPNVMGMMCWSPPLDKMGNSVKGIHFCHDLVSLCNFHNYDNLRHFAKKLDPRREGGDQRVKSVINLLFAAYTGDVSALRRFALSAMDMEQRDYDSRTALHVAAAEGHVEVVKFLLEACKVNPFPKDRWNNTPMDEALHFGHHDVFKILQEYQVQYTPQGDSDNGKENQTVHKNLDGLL
#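 hKGA in 45 mM KH2PO4 pH 8.2, 0.02% Tween-20 with pin-transferred compounds; 1 mM L-glutamine (stock) plus glutamate oxidase/HRP/Amplex Red coupling added. Fluorescence read initially and after 30 min at RT.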
# * hit, by the source's call; ? = inconclusive; / = not tested or not shown; [ ] = another dose, or the depositor's remark. Unless noted, calls follow the shape of the dose curve; as a rule, active = well fitted curve in the direction sought with a large enough effect; inconclusive = small, poorly fitted or top-dose-only effect, or another doubt; inactive = no such curve, though single readings can be large; an effect the other way counts as inactive or inconclusive. These rows are one share of the data. The share of hits here may be higher or lower than overall.
SMILES,JMJD2A Tudor inh,ERG-DNA inh,G9a block,RGS4 inh,ALOX12 inh,HP1b binding inh,PI4K2A block,BAZ2B block,GLS inhibitor
Cc1ccccc1C(=O)OCc1cc(=O)n2nc(C3CCCCC3)sc2n1,-5.0%,3.3%,22.4%[59 µM],0.6%,-16.4%,36.5%,-1.2,-3.8%,0.3%
CN1CCN(C2(CNC(=O)c3ccc(C(C)(C)C)cc3)CCCCC2)CC1,-5.6%,0.4%,?,-6.2%,?,42.3%,-0.2,-7.0%,-2.4%
Cc1cc2nc3c(c(=O)n2[nH]1)CCCC3,-5.2%,7.4%,-1.2%[12.7 µM],2.8%,-11.5%,31.4%[activator],2.2,3.3%,2.6%
O=C(O)COc1ccccc1C1Nc2ccccc2-c2nnc(SCc3ccc(Cl)cc3)nc2O1 (configuration not stated),-32.9%,-9.7%,?,-28.0%,?,-1.0%,1.8,?,9.5%
CCOc1ccccc1/C=N/NC(=O)c1cccc(S(=O)(=O)N(CC)CC)c1,-10.3%,6.1%,1.5%,-13.3%,8.5%,18.9%,0.7,-16.4%,-11.8%
Cc1ccc(/C=N/n2c(COc3ccccc3)n[nH]c2=S)cc1,?,-4.8%,8.91µM*,?,-13.8%,7.2%,10.1,-12.3%,-4.4%
CN(C)CCNC(=O)Cc1ncc(C(F)(F)F)cc1Cl,13.1%,7.5%,11.6%,-16.4%,-21.4%,34.6%,5.1,-2.5%,-8.9%
CC(NC(=O)c1ccc(Br)o1)c1ccc(-n2ccnc2)cc1 (configuration not stated),-17.2%,-7.3%,/,-6.7%,-4.6%,23.4%,-6.3,/,-5.2%
CCOc1ccc(N(CC)C(=O)c2cc3c(=O)oc4ccccc4c3s2)cc1,-6.5%,-25.6%,10.3%[59 µM],-15.0%,-19.0%,33.9%[activator],0.0,4.7%,2.9%
NS(=O)(=O)c1ccc(NC(=O)CN2CCN(S(=O)(=O)c3cccs3)CC2)cc1,-27.0%,-0.2%,50.1µM*,3.4%,-9.0%,5.2%,-0.3,-7.6%,-4.6%
COc1ccccc1N1CCN(C(=O)c2ccccc2N(C)S(=O)(=O)c2ccc(C)cc2)CC1,-21.4%,-1.1%,?,-13.9%,-13.0%,3.4%,6.2,-35.3%,0.1%
Cc1cc(C)nc(Nc2cccc(C(F)(F)F)c2)n1,-3.4%,-6.8%,50.1µM*,9.9%,?,39.3%[activator],-2.5,7.9%,11.5%
Cc1nn(CC(=O)N2CCN(C)CC2)c(=O)c2c1sc1ccccc12,-14.5%,10.9%,-13.4%,-0.9%,-29.4%,63.8%[activator],-4.6,-14.3%,-3.0%
CNC(=S)Nc1cc(Cl)ccc1Oc1ccccc1,-7.0%,1.3%,13.3%[59 µM],-48.5%,-14.4%,45.2%[activator],-3.0,0.6%,-4.5%
COc1ccc(C(=O)NCc2nnc(SCC(=O)N3CCCC3)o2)cc1,-7.5%,-3.5%,4.0%,19.7%,0.0%,44.4%[activator],-10.3,5.8%,-2.2%
Cc1nn(-c2cc(N3CCCCC3)ccc2N)c(=O)c2ccccc12,-16.5%,0.8%,3.16µM*,-15.9%,-1.2%,-0.2%,9.5,-3.0%,26.8%
COc1ccc(C(=O)/C=C\c2ccc(NC(=O)c3cccs3)cc2)cc1,-17.2%,-13.9%,6.1%[59 µM],-36.1%,-11.8%,16.7%,0.2,13.5%,-9.1%
COc1ccc(NC(=O)CCC(=O)N2CCN(S(=O)(=O)c3ccc(C)cc3)CC2)c(OC)c1,?,2.2%,?,-10.5%,-8.6%,-7.7%,0.0,0.3%,6.8%
Cc1ccccc1NC(=O)c1ccc(F)c(S(=O)(=O)N(C)C2CCCCC2)c1,-16.2%,0.7%,6.8%[59 µM],6.0%,-27.7%,25.4%,0.0,-3.3%,3.5%
COc1cccc(NC(=S)N(CCc2c(C)[nH]c3ccccc23)Cc2cccs2)c1,?,12.2%,?,0.8%,?,17.2%,-5.1,?,3.0%
Cc1cc(C)c(C(=O)CSc2nnc(N)s2)c(C)c1,-21.9%,-4.5%,25.1µM*,-14.1%,143.4%[activator],-19.6%,3.1,-7.3%,20.2%
CC(=O)c1cccc(NC(=O)CCN2C(=O)C3CC=CCC3C2=O)c1 (configuration not stated),-8.2%,-6.1%,-12.3%[59 µM],3.1%,-13.2%,27.6%,-13.1,6.0%,1.5%
O=C(/C=C/c1ccco1)NCC(=O)N/N=C/c1ccc([N+](=O)[O-])cc1,14.1µM*,1.7%,?,?,-26.9%,?,?,?,?
COC(=O)CCc1c(COC(C)=O)[nH]c(C(=O)OCc2ccccc2)c1C,-29.0%,-1.8%,18.7%[2.33 µM],31.4%,24.7%,12.5%,1.5,-14.4%,7.8%
O=C(NC1CC2CCC1C2)C1COc2ccccc2O1 (configuration not stated),-8.0%,4.7%,8.6%[59 µM],16.2%,0.0%,51.0%,1.9,3.2%,6.0%
# Remaining list, next part
SMILES,JMJD2A Tudor inh,ERG-DNA inh,G9a block,RGS4 inh,ALOX12 inh,HP1b binding inh,PI4K2A block,BAZ2B block,GLS inhibitor
CCOc1ccccc1C(=O)NC1(C(F)(F)F)NC(=O)N(CCc2ccc(OC)c(OC)c2)C1=O (configuration not stated),-25.4%,1.2%,-8.3%[59 µM],-8.6%,-21.6%,10.4%,-0.6,-25.7%,4.7%
COc1ccc(-c2c(-c3cc(OC)cc(OC)c3)n(C)c3ccc(-c4cnc(OC)nc4)cc23)cc1,-25.9%,7.2%,/,25.9%,8.4%,7.7%,-2.3,/,0.8%
Cc1cccc(N(CC(=O)NCc2ccc(F)cc2)C(=O)c2csnn2)c1C,-3.6%,-4.4%,/,-25.2%,-2.4%,32.2%,5.3,4.8%,-6.6%
CCOC(=O)Cn1cnc2c(nnn2-c2cccc(OC)c2)c1=O,-6.3%,3.6%,-1.3%,6.5%,0.0%,30.9%,1.9,2.3%,-2.9%
Cc1nc2ccc(N3C(=O)CCC3=O)cc2[nH]1,-12.3%,-6.8%,?,4.1%,?,31.4%,5.0,7.9%,-1.1%
O=[N+]([O-])c1cc(Cl)cc(/C=N/n2cnnc2)c1O,-20.4%,3.7%,-10.8%,11.2%,-10.1%,-4.0%,-6.1,/,-5.5%
CCOC(=O)C1(Cc2ccccc2C)CCCN(C(=O)CCC(=O)OC)C1 (configuration not stated),-13.1%,8.7%,9.6%,-0.2%,10.7%,47.6%[activator],-0.7,-5.4%,-1.3%
CCc1ccccc1NC(=O)CSc1ncc2c(n1)-c1ccccc1N(Cc1ccc(C)cc1)S2(=O)=O,6.5%,20.9%,-3.3%[59 µM],-20.1%,-29.9%,17.2%,2.9,-0.2%,-2.8%
O=C(CN1CCN(C(=O)c2ccco2)CC1)Nc1ccccc1-c1ccccc1,-18.1%,-1.5%,-15.3%,-20.2%,-13.4%,16.6%,-3.7,-6.3%,0.4%
Cc1c(C(=O)NCc2ccc(F)cc2)oc2ccc(S(=O)(=O)N3CCCCC3)cc12,-19.9%,0.6%,-20.5%[59 µM],-1.3%,?,34.4%,-0.2,0.9%,-2.4%
CCN1CCN(C(=O)c2cc3c(=O)n4ccccc4nc3s2)CC1,-7.0%,0.9%,-14.8%,21.5%,-18.5%,-1.3%,2.9,-0.6%,-3.2%
O=C(CN1C(=O)/C(=C\c2ccc(C(F)(F)F)cc2)Sc2ccccc21)NCc1ccco1,-13.2%,/,6.2%[59 µM],-45.7%,1.2%,15.1%,-3.5,-19.7%,4.1%
Cc1csc(SCC(=O)Nc2cccc3nsnc23)n1,43.2%[activator],13.9%,5.6%[59 µM],-26.9%,0.0%,204.2%[activator],-23.2,85.6%[activator],1.3%
CCCCNC(=O)[C@@H]1CC=C[C@@H]2CCN(Cc3ccc(Cl)c(Cl)c3)C(=O)[C@@H]21,-14.3%,7.7%,/,2.2%,-14.4%,32.9%,-1.7,/,3.2%
O=C(O)c1cccc(S(=O)(=O)NCCC(c2ccccc2)c2ccccc2)c1,-3.6%,-2.8%,-1.6%,-31.0%,-8.5%,24.5%,-2.1,-14.4%,-4.1%
Cc1cc(=O)n(C2CCS(=O)(=O)C2)[nH]1 (configuration not stated),-14.7%,0.9%,6.2%,9.5%,18.2%,25.9%,?,-10.7%,17.4%
O=C(CN(Cc1ccco1)S(=O)(=O)c1ccccc1)N/N=C/c1cccc(O)c1,-12.8%,1.1%,5.7%[59 µM],5.1%,-5.4%,5.1%,5.0,-5.4%,9.0%
Cc1ccnc(Nc2nc(-c3ccc(Cl)cc3)cs2)c1,-26.0%,10.8%,-2.5%[59 µM],-36.6%,?,21.7%,-5.7,-7.9%,5.0%
CCc1ccccc1NC(=S)N(CCCN1CCOCC1)Cc1ccccn1,-0.7%,5.3%,-13.6%[59 µM],-0.2%,-12.8%,25.5%,-1.9,9.9%,1.7%
CC(=O)Nc1ccc(N2CC(C)(C)C2=O)cc1,-14.3%,10.2%,/,1.4%,-16.5%,37.4%,4.7,-19.6%,-5.7%
CCc1ccc(NC(=O)c2ccc(OC)c([N+](=O)[O-])c2)cc1,-34.5%,/,26.8%[59 µM],-18.7%,-1.0%,4.7%,0.0,7.3%,5.8%
O=C(CN(Cc1ccco1)C(=O)CNS(=O)(=O)c1ccc(Cl)cc1)NCC1CCCO1 (configuration not stated),1.0%,9.6%,/,-27.8%,4.2%,15.9%,2.7,?,-2.5%
